Bioassay records from PubChem.
HTR5A inv ctr: inverse agonist of human HTR5A in OPRM1-OPRD1 counter-screen; P47898; HTR5A cell line, luminescence, inverse agonism; inhibition, % at 9.3 µM; 340,000 tested, 0.083% active; AID 504634; in the data active = inhibition mostly above about 23%, no sharp cut-off; inactive = mostly below about 18%;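 note: 0% = cells with DMSO and 100% = no-cell wells with DMSO; some compounds called inactive have numbers as strong as hits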
Target sequence (P47898 whole entry, looked up): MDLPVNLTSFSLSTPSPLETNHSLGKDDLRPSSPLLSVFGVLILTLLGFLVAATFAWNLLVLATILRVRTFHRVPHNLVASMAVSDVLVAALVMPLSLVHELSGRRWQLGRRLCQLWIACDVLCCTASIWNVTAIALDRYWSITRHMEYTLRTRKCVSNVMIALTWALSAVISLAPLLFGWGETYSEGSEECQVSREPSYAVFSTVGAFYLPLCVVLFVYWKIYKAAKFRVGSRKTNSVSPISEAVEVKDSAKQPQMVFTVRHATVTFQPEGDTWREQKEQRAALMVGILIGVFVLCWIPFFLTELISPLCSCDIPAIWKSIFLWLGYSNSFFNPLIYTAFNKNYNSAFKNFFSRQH
AddAB inh: less growth of phage-infected E. coli with AddAB; E. coli expressing H. pylori AddAB, absorbance growth; inhibition, % at 11.9 µM; 330,000 tested, 0.29% active; AID 435030; in the data active = inhibition above about 12%;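 note: 0% = vehicle wells of infected cells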
Tat export inh: E. coli Tat transport inhibition; E. coli MC4100 TorA-mCherry Tat export, fluorescence; inhibition, % at 10 µM; 340,000 tested, 0.036% active; AID 488895;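 active = mean replicate inhibition at least 50% and at least half of replicates individually reaching 50%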;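 note: exported cargo escapes ClpAP degradation while cytoplasmic cargo is degraded and loses fluorescence; 0% = median of neutral control wells and 100% = median of NaSCN control wells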
PKA-R2B act: activators of human PKA-R2B complex; P22694+P31323; PKA-R2B holoenzyme dissociation, Cy5-IP20 fluorescence polarization; R2B truncated from residue 108, S112A mutant; 0% DMSO only, 100% 113 µM cGMP; activation, % at 11.4 µM; 340,000 tested, 0.079% active;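 active = activation above a cutoff set at the mean over all compounds plus 3 SD, cut at about 18% in these data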;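 note: higher means more holoenzyme dissociation and a rise in polarization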
SUMO Mot1 rescue: inhibitors of SUMOylation pathway: yeast Mot1-301 growth rescue. S. cerevisiae Mot1-301 growth rescue, ATP luminescence, 38.5C; percent above DMSO median, 100 means doubled. growth rescue, % at 18.8 µM. AID 2716. 320,000 tested, 1% active;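 active = every valid replicate shows activation above 250% relative to neutral control wells; inactive = the rest, any valid replicate at or below 250%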;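 note: OY570 slx delta 5 strain wells were the positive control but not used for scaling; some compounds called inactive have numbers as strong as hits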
HTR5A ag ctr: activates human HTR5A in OPRM1-OPRD1 agonist counter-screen; P47898; HTR5A agonist assay, luminescence, cell-based; activation, % at 9.3 µM; 340,000 tested, 0.61% active; AID 504692; in the data active = activation mostly above about 9.5%, no sharp cut-off; inactive = mostly below about 7.6%;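 note: 0% = cells with vehicle only and 100% = reference agonist; strong numbers were not always called active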
E coli growth: bacterial growth inhibition, counter-screen for AddAB inhibitors. AID 449728. 330,000 tested, 0.27% active. E. coli V3065 growth, OD600 absorbance, 18 h. inhibition, % at 11.9 µM;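 active = inhibition above the campaign's mean inhibition across all tested compounds plus 3 SD, cut at about 9.9% in these data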;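 note: uninfected addAB+ strain grown without phage in ampicillin broth; 0% = DMSO wells and 100% = ciprofloxacin 0.95 µg/ml wells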
PKA-R1A act: activators of PKA-R1A complex; PKA-R1A dissociation, Cy5-IP20 fluorescence polarization; scaled: DMSO 0%, 113 µM cGMP 100%; activation, % at 11.4 µM; 340,000 tested, 0.083% active; AID 504707;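 active = percent activation above the mean of all tested compounds plus 3 SD, cut at about 19% in these data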;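 note: higher means more PKAc released from R1A so a rise in polarization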
DAGLB inhibitor: diacylglycerol lipase beta (human) inhibition; HEK293T DAGLB membrane lysate, EnzChek fluorogenic substrate; inhibition, % at 5.17 µM; Q8NCG7; 340,000 tested, 0.059% active; in the data active = inhibition above about 34%;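 note: 0% = enzyme with vehicle and 100% = wells lacking enzyme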
Target sequence (Q8NCG7 whole entry, looked up): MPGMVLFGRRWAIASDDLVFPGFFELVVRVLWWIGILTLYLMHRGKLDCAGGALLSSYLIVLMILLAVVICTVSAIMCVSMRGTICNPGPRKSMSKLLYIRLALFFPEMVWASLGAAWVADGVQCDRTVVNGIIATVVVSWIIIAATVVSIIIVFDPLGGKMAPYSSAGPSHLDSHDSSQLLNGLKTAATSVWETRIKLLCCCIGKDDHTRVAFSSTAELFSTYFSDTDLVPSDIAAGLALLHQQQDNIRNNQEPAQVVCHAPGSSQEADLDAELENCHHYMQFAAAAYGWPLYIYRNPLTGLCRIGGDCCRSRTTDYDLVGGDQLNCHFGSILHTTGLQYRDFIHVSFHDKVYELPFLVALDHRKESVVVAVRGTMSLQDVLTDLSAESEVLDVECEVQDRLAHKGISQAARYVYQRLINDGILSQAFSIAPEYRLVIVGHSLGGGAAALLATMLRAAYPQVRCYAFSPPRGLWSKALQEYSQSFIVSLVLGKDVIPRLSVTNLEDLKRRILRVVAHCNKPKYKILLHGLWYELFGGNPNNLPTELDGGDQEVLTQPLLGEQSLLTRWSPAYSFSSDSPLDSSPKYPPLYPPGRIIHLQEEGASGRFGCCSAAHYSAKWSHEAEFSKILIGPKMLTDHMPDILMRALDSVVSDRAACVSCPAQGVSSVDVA
CDK5 inh: inhibitors of human CDK5/p35 kinase; 330,000 tested, 0.01% active; Recombinant CDK5/p35, ADP-Glo luminescence, 60 min; Q00535+Q15078; inhibition, % at 10 µM;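 active = highest replicate inhibition of at least 50% and at least 75% of replicates reaching 50%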;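 note: plate controls were DMSO neutral control for no effect and GW8510 at 10 µM for full effect; many of its hits are not listed in these tables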
phage Ecoli inh: E. coli growth loss with phage present; growth absorbance; inhibition, % at 11.9 µM; 360,000 tested, 0.26% active; AID 651602; in the data active = inhibition above about 11%
* marks the source's active call; other numbers are inactive results; . = not tested or not shown.

The line under a structure holds: HTR5A inv ctr	AddAB inh	Tat export inh	PKA-R2B act	SUMO Mot1 rescue	HTR5A ag ctr	E coli growth	PKA-R1A act	DAGLB inhibitor	CDK5 inh	phage Ecoli inh
O=C(COC(=O)Cc1ccsc1)Nc1ccc(Br)cc1
→ 2	0.4	-9	-9	.	-1	0.7	7	-4	0.7	4.7
Cc1ccc(Nc2nc(N)nc(COC(=O)C3=COCCO3)n2)cc1
→ -9	1.9	-10	-7	2	1	1.4	4	0	-1.4	4.7
CCOC(=O)C1CCCN(C(=O)c2cc3c(=O)n(C)c4ccccc4c3n2C)C1 (stereo unspecified)
→ 6	2.5	-1	3	-15	-2	-0.3	-9	0	-0.1	2.0
CC(C)(C)OC(=O)C[C@@H]1C/C=C\C[C@H](CC(=O)N[C@H](CO)Cc2ccccc2)C(=O)N[C@@H](Cc2ccccc2)COC1=O
→ -39	0.1	2	7	12	5	-3.4	-1	0	-2.5	0.4
COc1ccc(-c2csc3nc(-c4cccnc4)nc(Cl)c23)cc1OC
→ 0	-0.2	0	-13	-4	0	-2.5	-6	0	0.2	2.1
Cc1oc(-c2ccccc2F)nc1CS(=O)(=O)CC(=O)NC(C)CCc1ccccc1 (stereo unspecified)
→ 2	4.0	2	-7	5	-1	-2.1	-6	-1	0.0	1.7
Cc1ccc2c(c1)C(=O)N(CCCCO)C2=O
→ -2	-1.4	-16	-8	-8	1	-1.6	-4	-4	-0.1	1.3
COc1ccc(NC(=O)c2ccc3c(c2)N(C)CCS3)cc1
→ 5	0.8	-13	6	-15	1	1.8	4	1	-1.0	3.3
O=C(/C=C/c1ccc(Cl)c(Cl)c1)N1CCc2ccccc21
→ -7	-2.5	-2	-2	.	2	0.6	-13	-1	-3.3	3.8
O=S(=O)(NC1CCCCC1N1CCC(O)CC1)c1ccccc1 (stereo unspecified)
→ -5	1.2	-2	-4	-8	2	-0.3	-6	-2	0.9	0.1
COc1ccc(NC(=O)C(CCSC)N2C(=O)c3ccccc3C2=O)cc1 (stereo unspecified)
→ 6	0.2	-4	-7	40	3	-0.6	-5	0	0.3	2.9
COC(=O)c1sccc1N/N=C/c1cccc(OC)c1O
→ -19	2.8	-5	-13	-5	6	-1.0	0	-2	0.9	4.7
C[C@H](NC(=O)c1nc[nH]c1C(=O)N1CCN(c2ccccc2)CC1)c1ccccc1
→ -7	1.6	-5	3	-1	-2	-0.4	-1	0	3.1	3.0
O=C1CCC(=O)N1c1cccc(OS(=O)(=O)c2ccccc2)c1
→ 11	2.5	2	1	9	-1	2.0	-5	-3	.	2.3
O=C(Cn1nnc2ccccc21)NCc1ccccc1
→ -15	-1.0	-11	5	-9	1	-0.7	-2	1	2.6	4.4
Cc1cccc(N2CCCC2=Nc2ccc(Br)cc2C#N)c1
→ -3	1.6	1	-8	209	2	0.7	-4	-12	0.6	1.4
CS(=O)(=O)N1CCN=C1SCc1ccc([N+](=O)[O-])cc1
→ 5	3.4	-1	10	-11	-2	-1.1	-1	2	-0.9	4.1
CCOC(=O)c1nn(-c2ccc(C)cc2)cc1O
→ -25	3.2	2	11	-4	-3	2.7	-9	-1	0.0	3.4
CC1(C)CC(=O)c2c(nn(-c3ccccc3)c2-c2ccncc2)C1
→ 1	1.6	-4	3	-5	0	0.8	11	1	1.3	2.5
Cc1cccc(OCCNC(=O)c2cccc(Oc3ccc(C(F)(F)F)cc3[N+](=O)[O-])c2)c1
→ -18	0.7	5	-9	4	4	-0.9	-6	-8	0.2	0.3

Next part
Labels used below – A = HTR5A inv ctr; B = AddAB inh; C = Tat export inh; D = PKA-R2B act; E = SUMO Mot1 rescue; F = HTR5A ag ctr; G = E coli growth; H = PKA-R1A act; I = DAGLB inhibitor; J = CDK5 inh; K = phage Ecoli inh
molecule: CCOc1ccccc1NC(=O)C(OC(=O)C1CC1)c1ccccc1 (stereo unspecified)
  A = -17 | B = -0.2 | C = 0 | D = -15 | E = 116 | F = 6 | G = 0.7 | H = -6 | I = -4 | J = -1.5 | K = 0.5
molecule: CC(=O)NC1CC2CCCC(C1)N2C(=O)Nc1cccc(Cl)c1 (stereo unspecified)
  A = 1 | B = . | C = 4 | D = -14 | E = . | F = 0 | G = . | H = -1 | I = 0 | J = 0.2 | K = 1.6
molecule: Cc1nc(-c2ccc(S(=O)(=O)N3CCN(C4c5ccccc5-c5ccccc54)CC3)s2)cs1
  A = 7 | B = -0.7 | C = -6 | D = -7 | E = 8 | F = 2 | G = 2.8 | H = -9 | I = 0 | J = -1.2 | K = -0.7
molecule: CC1CCN(C(=O)CS(=O)(=O)Cc2ccccc2)CC1
  A = -16 | B = 1.0 | C = 2 | D = -4 | E = 11 | F = 0 | G = 1.3 | H = -1 | I = -1 | J = -0.8 | K = 1.9
molecule: CCOc1ccc(NC(=O)CCCCn2c(=O)[nH]c3ccsc3c2=O)cc1
  A = -19 | B = 3.5 | C = -1 | D = -5 | E = 1 | F = 8 | G = 1.3 | H = -6 | I = 2 | J = 0.1 | K = 2.5
molecule: COc1ccc(NC(=O)NCC(C)CSc2ccc(C)cc2)c(OC)c1 (stereo unspecified)
  A = 0 | B = -1.0 | C = 2 | D = -5 | E = 26 | F = 0 | G = 0.7 | H = -5 | I = -3 | J = -1.1 | K = 1.4
molecule: CN1CCN(S(=O)(=O)c2ccc(Cl)c(C(F)(F)F)c2)CC1
  A = 1 | B = . | C = -5 | D = -13 | E = . | F = 0 | G = . | H = 3 | I = -4 | J = -1.8 | K = 1.3
molecule: Cc1ccccc1-c1nnc(CN2CCC(C)CC2)o1
  A = -11 | B = -0.8 | C = 9 | D = 4 | E = 403* | F = 3 | G = -2.1 | H = 4 | I = -2 | J = 0.7 | K = 0.9
molecule: Cc1ccc(S(=O)(=O)c2cc3ccc(O)cc3oc2=O)cc1C
  A = -26 | B = 1.1 | C = 1 | D = -11 | E = -14 | F = 7 | G = 0.9 | H = 4 | I = 1 | J = 0.6 | K = -0.1
molecule: C/C(N)=C(/C#N)C(=O)COC(=O)CNS(=O)(=O)c1c(F)cccc1F
  A = 14 | B = 4.5 | C = -3 | D = -6 | E = 368 | F = 9 | G = 3.0 | H = -1 | I = 0 | J = -4.8 | K = 2.4
molecule: O=C(NC(=S)Nc1nc2c(s1)CSc1ccccc1-2)c1ccccc1
  A = -32 | B = -0.8 | C = 2 | D = -2 | E = 16 | F = -1 | G = -1.8 | H = 9 | I = -1 | J = -0.1 | K = 1.2
molecule: c1ccc(-c2ccc(C3=Nn4c(nnc4-c4cccs4)SC3)cc2)cc1
  A = . | B = 0.7 | C = 0 | D = . | E = 17 | F = . | G = -1.0 | H = . | I = . | J = -0.8 | K = 2.3
molecule: CC1(c2nnc(Cc3ccccc3)o2)CC(c2ccncc2)=NO1 (stereo unspecified)
  A = -9 | B = 0.6 | C = 0 | D = 10 | E = 12 | F = 5 | G = -1.9 | H = 2 | I = 1 | J = -1.2 | K = 3.0
molecule: CCOc1cc2sc(N3CCC(C(=O)NCCCN4CCCC4=O)CC3)nc2cc1Br
  A = -12 | B = 1.4 | C = -4 | D = -8 | E = 2 | F = 0 | G = -1.6 | H = -6 | I = 2 | J = 1.4 | K = 0.2
molecule: COCCn1c(/C=C/c2ccccc2)nc2ccccc21
  A = -26 | B = 4.1 | C = -3 | D = 3 | E = -20 | F = -2 | G = -0.2 | H = 4 | I = -1 | J = 3.3 | K = 2.8
molecule: O=C(NCCCNC(=O)c1ccccc1F)c1ccco1
  A = 7 | B = 3.2 | C = -9 | D = 9 | E = 0 | F = -3 | G = 0.5 | H = -6 | I = 1 | J = -0.9 | K = 1.2
molecule: COc1ccccc1NC(=O)NS(=O)(=O)c1ccc(C)cc1
  A = 18 | B = 1.9 | C = -3 | D = 5 | E = -16 | F = 5 | G = 0.7 | H = 3 | I = 3 | J = -1.1 | K = 2.2
molecule: O=C(CC(NC(=O)c1ccccc1Cl)c1ccccc1)NCCc1ccc(Cl)cc1 (stereo unspecified)
  A = 21 | B = -0.3 | C = 6 | D = -2 | E = -6 | F = -1 | G = -1.0 | H = -9 | I = 3 | J = -1.4 | K = 1.7
molecule: Cc1ccc(S(=O)(=O)NC(=O)NN2CC3CCCC3C2)cc1 (stereo unspecified)
  A = 2 | B = -0.7 | C = 1 | D = 9 | E = 248 | F = -1 | G = -2.4 | H = -3 | I = -2 | J = 1.4 | K = 2.4
molecule: CCN1CCN(c2ccc(S(=O)(=O)N3CCOCC3)cc2NC(=O)/C=C/c2cccc(OC)c2OC)CC1
  A = -8 | B = -0.3 | C = 0 | D = -11 | E = -8 | F = 3 | G = -0.7 | H = 7 | I = -3 | J = 1.0 | K = 1.9
molecule: CC(CCc1ccccc1)NC(=O)CN1CCSc2ccccc21 (stereo unspecified)
  A = 12 | B = 1.7 | C = 6 | D = 2 | E = . | F = -2 | G = 3.4 | H = -9 | I = 0 | J = 1.5 | K = 2.6
molecule: CCOc1ccc(C(=O)N2CCN(Cc3ccccc3)CC2)cc1
  A = 14 | B = -0.2 | C = 2 | D = -3 | E = 19 | F = -4 | G = -1.2 | H = -1 | I = -1 | J = -0.3 | K = -1.1

Of the compounds above, seven contain an aryl methoxy group.
Labels used below – A = HTR5A inv ctr; B = AddAB inh; C = Tat export inh; D = PKA-R2B act; E = SUMO Mot1 rescue; F = HTR5A ag ctr; G = E coli growth; H = PKA-R1A act; I = DAGLB inhibitor; J = CDK5 inh; K = phage Ecoli inh
molecule: COc1ccc(-c2csc3nc(-c4cccnc4)nc(Cl)c23)cc1OC
  A = 0 | B = -0.2 | C = 0 | D = -13 | E = -4 | F = 0 | G = -2.5 | H = -6 | I = 0 | J = 0.2 | K = 2.1
molecule: COc1ccc(NC(=O)c2ccc3c(c2)N(C)CCS3)cc1
  A = 5 | B = 0.8 | C = -13 | D = 6 | E = -15 | F = 1 | G = 1.8 | H = 4 | I = 1 | J = -1.0 | K = 3.3
molecule: COc1ccc(NC(=O)C(CCSC)N2C(=O)c3ccccc3C2=O)cc1 (stereo unspecified)
  A = 6 | B = 0.2 | C = -4 | D = -7 | E = 40 | F = 3 | G = -0.6 | H = -5 | I = 0 | J = 0.3 | K = 2.9
molecule: COC(=O)c1sccc1N/N=C/c1cccc(OC)c1O
  A = -19 | B = 2.8 | C = -5 | D = -13 | E = -5 | F = 6 | G = -1.0 | H = 0 | I = -2 | J = 0.9 | K = 4.7
molecule: COc1ccc(NC(=O)NCC(C)CSc2ccc(C)cc2)c(OC)c1 (stereo unspecified)
  A = 0 | B = -1.0 | C = 2 | D = -5 | E = 26 | F = 0 | G = 0.7 | H = -5 | I = -3 | J = -1.1 | K = 1.4
molecule: COc1ccccc1NC(=O)NS(=O)(=O)c1ccc(C)cc1
  A = 18 | B = 1.9 | C = -3 | D = 5 | E = -16 | F = 5 | G = 0.7 | H = 3 | I = 3 | J = -1.1 | K = 2.2
molecule: CCN1CCN(c2ccc(S(=O)(=O)N3CCOCC3)cc2NC(=O)/C=C/c2cccc(OC)c2OC)CC1
  A = -8 | B = -0.3 | C = 0 | D = -11 | E = -8 | F = 3 | G = -0.7 | H = 7 | I = -3 | J = 1.0 | K = 1.9
